ABHD4 inh = inhibitors of mouse ABHD4; purified mABHD4, FP-Rh probe fluorescence polarization; inhibition, % at 8.92 µM; Q8VD66; 370,000 compounds, 0.54% hits; AID 720543;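 active means inhibition exceeding the mean over every tested compound plus 3 SD, cut at about 30% in these data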;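 further: 0% = plate median of compound wells and 100% = S159A mutant with DMSO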
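Material: mouse ABHD4 enzyme, wild type; Benchmarks: S159A mutant high control, sample median low control; Buffer or medium: HEPES pH 7.0, NaCl, Pluronic buffer; Signal: fluorescence polarization; Read-out: percent inhibition of probe binding, normalized to plate controls; Timing: pre-incubation 45 min, probe exposure 60 min, at 25 °C; Dosing: 8.92 µM, single dose.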
MBD2 DNA inh = MBD2-methylated oligo binding inhibition. 370,000 compounds, 0.31% hits. Q9UBB5. TR-FRET, MBD2 binding to methylated oligonucleotide. inhibition, % at 4.4 µM; in the data active means inhibition above about 13%
Target sequence (Q9UBB5 whole entry, looked up): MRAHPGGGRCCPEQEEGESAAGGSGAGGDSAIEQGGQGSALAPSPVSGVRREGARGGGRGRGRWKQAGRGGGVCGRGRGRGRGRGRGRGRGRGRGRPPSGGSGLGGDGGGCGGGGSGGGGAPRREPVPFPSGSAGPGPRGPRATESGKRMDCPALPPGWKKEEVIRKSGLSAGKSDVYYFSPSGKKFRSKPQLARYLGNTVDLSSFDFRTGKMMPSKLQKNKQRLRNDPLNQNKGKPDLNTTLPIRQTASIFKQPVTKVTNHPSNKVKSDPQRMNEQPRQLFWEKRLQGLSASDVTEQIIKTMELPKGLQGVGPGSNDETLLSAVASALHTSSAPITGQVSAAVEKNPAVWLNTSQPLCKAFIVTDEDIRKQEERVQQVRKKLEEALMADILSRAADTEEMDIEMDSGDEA
LEDGF integ inh = blocks HIV-1 LEDGF/p75-dependent DNA integration | TR-FRET IN-LEDGF/p75 DNA integration, Eu/Cy5 | inhibition, % at 3.7 µM | 370,000 compounds, 0.64% hits;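 active means inhibition above the screen-wide mean plus 3 SD, cut at about 13% in these data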;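 further: signal is the Cy5 over europium emission ratio at 671 and 618 nm; 0% = plate median of compound wells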
PG9 binder = PG9 antibody binding by small molecule. TR-FRET gp120-PG9 antibody binding. inhibition, % at 6.7 µM. 360,000 compounds, 0.43% hits. AID 624416; in the data active means inhibition above about 8.5%
PRMT1 FP inh = inhibitors of human PRMT1. Q99873. recombinant PRMT1, activity-based probe fluorescence polarization. inhibition, % at 2.79 µM. 370,000 compounds, 1.3% hits. AID 652257;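 active means inhibition above about 21% made by adding two undisclosed values, limit read from the data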
NR1D1 modulator = modulators of human Rev-erb alpha DNA binding. P20393. Rev-erbα–FITC-DNA binding, fluorescence polarization, 90 min. activity, % at 10 µM. 370,000 compounds, 0.79% hits. AID 1259318;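 active means activity above about 14%, limit read from the data; passing the limit was not always enough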;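 further: 0% = DMSO wells with 35 nM protein and 100% = DMSO wells with 750 nM protein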
Target sequence (P20393 whole entry, looked up): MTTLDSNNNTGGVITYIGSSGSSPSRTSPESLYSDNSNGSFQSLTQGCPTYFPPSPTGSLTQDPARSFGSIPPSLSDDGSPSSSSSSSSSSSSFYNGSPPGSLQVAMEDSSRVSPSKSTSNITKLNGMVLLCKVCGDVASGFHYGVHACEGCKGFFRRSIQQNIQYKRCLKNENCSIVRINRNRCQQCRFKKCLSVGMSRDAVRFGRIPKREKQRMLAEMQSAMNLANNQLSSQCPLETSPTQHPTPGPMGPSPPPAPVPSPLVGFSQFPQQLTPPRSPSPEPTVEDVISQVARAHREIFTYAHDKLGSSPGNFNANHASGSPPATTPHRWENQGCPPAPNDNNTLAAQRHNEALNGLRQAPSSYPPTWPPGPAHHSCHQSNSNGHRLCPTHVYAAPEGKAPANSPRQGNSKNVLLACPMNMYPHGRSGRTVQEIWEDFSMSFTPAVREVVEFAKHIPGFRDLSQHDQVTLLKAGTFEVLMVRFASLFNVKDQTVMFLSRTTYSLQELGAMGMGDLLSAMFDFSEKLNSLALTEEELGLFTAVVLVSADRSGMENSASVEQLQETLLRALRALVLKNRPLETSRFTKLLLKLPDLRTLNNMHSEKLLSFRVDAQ
TCR CD3 inh = human TCR-CD3 binding inhibition | TAMRA-labeled TCR probe fluorescence, biochemical | inhibition, % at 9.4 µM | 360,000 compounds, 0.37% hits; in the data active means inhibition above about 19%;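 further: recombinant mutant TCR 2C K166C tagged with TAMRA read by polarization; 0% = receptor in buffer alone and 100% = receptor with positive control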
UHRF1 binding = human UHRF1 methylated DNA binding inhibitors. Q96T88. UHRF1 binding to methylated oligo, TR-FRET. inhibition, % at 4.4 µM. 370,000 compounds, 0.75% hits; in the data active means inhibition above about 21%;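 further: UHRF1 SRA domain binding a hemimethylated CpG hairpin DNA probe; 0% = median of test compound wells and 100% = reference inhibitor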
rCAG RNA binder = r(CAG) repeat RNA binding. inhibition, % at 3 µM. 370,000 compounds, 1.3% hits. TO-PRO-1 dye displacement fluorescence;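 active means inhibition above the plate cutoff, the mean of all test compounds on that plate plus 3 SD, cut at about 35% in these data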;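 further: 0% = DMSO alone and 100% = 100 µM mitoxantrone as full dye displacement; higher means more dye released from RNA so lower well fluorescence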
HTRA1 inhibitor = blocks human HTRA1 serine peptidase; 340,000 compounds, 0.5% hits; recombinant HTRA1, FP-rhodamine activity-based probe, fluorescence polarization; inhibition, % at 5.96 µM; in the data active means inhibition above about 36%;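 further: 0% = enzyme with DMSO and 100% = wells lacking enzyme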
Numbers without * were called inactive; / = no result given. Only part of the results is shown (hit frequency here may not be typical).

Under each structure: ABHD4 inh	MBD2 DNA inh	LEDGF integ inh	PG9 binder	PRMT1 FP inh	NR1D1 modulator	TCR CD3 inh	UHRF1 binding	rCAG RNA binder	HTRA1 inhibitor
> O=C1CSC(c2ccncc2)N1Cc1ccc(F)cc1 (configuration not stated)
 : 5	-5	-4	0.2	2	2	6	-1	-3	-1
> Cc1c(S(=O)(=O)c2ccccn2)c(N)n(Cc2cccc(Cl)c2)c1C
 : -7	-5	3	-2.8	2	-2	-9	-4	10	/
> CC(C)(C)c1ccc(OCC(=O)NNC(=S)NC(=O)c2ccccc2[N+](=O)[O-])c(Br)c1
 : 1	1	1	-2.0	-3	5	13	-1	78*	-6
> N#Cc1cccc(NC(=O)CSc2sc3c(O)cc(=O)[nH]c3c2C#N)c1
 : -39	2	3	-0.3	19	-1	11	2	47*	-12
> COc1ccccc1CNC(=S)Nc1cc(C)ccc1C
 : -3	-3	-1	-0.1	-2	8	9	-1	-3	-4
> CN1CCCN(Cc2ccc(Cl)cc2Cl)CC1
 : 7	-3	2	-0.6	2	4	0	3	1	-1
> C[C@@H]1CNCCN1c1ccc(N2CCN(Cc3ccccc3)[C@@H](C)C2)c(C#N)c1
 : 10	-2	-4	-2.7	0	1	6	2	5	/
> CCOc1ccc(N2C(=O)C(c3ccccc3)=C(c3nc4ccccc4s3)C2NC(C)=O)cc1 (configuration not stated)
 : 12	-4	-2	-1.6	-1	6	-1	-2	2	0
> CC(=O)Nc1cc(C(=O)NCc2ccco2)ccc1Sc1ccc(Cl)cc1
 : -8	4	0	-0.5	1	4	-8	1	0	-5
> CC1Cc2ccccc2N1C(=O)CSc1nnc2n1C(C)(C)Cc1ccccc1-2 (configuration not stated)
 : -8	-1	-2	-0.4	-1	3	5	-2	-8	-14

The final 2 entries of the section before open the next one.
Under each structure: ABHD4 inh	MBD2 DNA inh	LEDGF integ inh	PG9 binder	PRMT1 FP inh	NR1D1 modulator	TCR CD3 inh	UHRF1 binding	rCAG RNA binder	HTRA1 inhibitor
> CC(=O)Nc1cc(C(=O)NCc2ccco2)ccc1Sc1ccc(Cl)cc1
 : -8	4	0	-0.5	1	4	-8	1	0	-5
> CC1Cc2ccccc2N1C(=O)CSc1nnc2n1C(C)(C)Cc1ccccc1-2 (configuration not stated)
 : -8	-1	-2	-0.4	-1	3	5	-2	-8	-14
> CC(C)(C)c1ccc(C(=O)N2CCC(NC(=O)c3ccccc3)CC2)cc1
 : 1	-5	-1	1.5	3	0	-8	2	-12	-5
> COc1ccc(/C=N/NC(=O)c2ccccc2O)cc1COc1ccccn1
 : 1	2	5	-1.4	0	4	-5	2	-1	4
> CCN1CCN(CCNC(=O)c2ccc(CS(=O)c3ccc(Cl)cc3)o2)CC1 (configuration not stated)
 : 3	0	-3	-2.6	-1	0	3	-1	-3	3
> Cc1nnc(SCc2ccccc2CSc2nnc(C)s2)s1
 : -1	-2	-1	-1.9	0	-6	0	8	-2	-2
> Cc1ccc(Oc2ccccc2NC(=O)C2=COCCO2)cc1
 : -13	0	0	1.2	4	5	-7	4	-3	-24
> O=C(c1ccccc1)N1CCc2ccccc21
 : -3	6	2	-1.2	-2	-4	6	-1	-2	2
> C=CC[C@@H](CC(=O)N[C@@H](CO)Cc1ccccc1)C(=O)N[C@@H](COC(=O)[C@@H](CC=C)Cc1ccc(F)cc1)Cc1ccccc1
 : -3	5	-3	-0.9	-1	5	-8	-2	5	1
> O=C(c1cc(-c2cccc(Cl)c2)on1)N1CCCC1
 : -2	-3	0	-0.9	1	-3	11	-1	-3	-3
> Cc1ccc(C2(c3ccccc3)NC(=O)N(CC(=O)NCc3ccco3)C2=O)cc1C (configuration not stated)
 : -3	0	0	-2.6	-4	0	-2	-1	-2	-6
> N#CCCCSc1nnc(-c2ccccn2)o1
 : 3	-3	0	-0.2	5	0	11	-2	-2	0
> CN(C)CCCN1C(=O)c2cccc3cccc(c23)C1=O
 : -2	-2	5	1.5	0	1	8	-5	2	7
> CC1=CCC(C(=O)O)(C(=O)N/N=C/c2cccs2)C(c2ccc(F)cc2)C1 (configuration not stated)
 : 1	0	2	1.2	2	3	2	-1	9	-7
> Cn1nc(C(C)(C)C)cc1NC(=O)Nc1ccc(Cl)cc1
 : 3	1	-1	-2.5	-1	0	3	-1	-4	/
> CCOC(=O)/C=C1\SCC(=O)N1CC(=O)NC(C)c1ccccc1 (configuration not stated)
 : -4	3	-1	-0.6	-3	-3	3	-2	3	-1
> COc1ccc(C2CC(c3cccs3)=NN2S(C)(=O)=O)cc1 (configuration not stated)
 : -4	-2	-3	1.2	0	-2	7	-3	-2	4
> Cc1ccc(S(=O)(=O)N2CCN(C(=O)C3CC3C)CC2)c(C)c1 (configuration not stated)
 : 4	3	-6	-0.2	3	-4	-7	2	-10	6
> NS(=O)(=O)c1ccc(CNC(=O)C2CCCN2C(=O)c2cccs2)cc1 (configuration not stated)
 : -8	-4	2	-0.9	2	8	-7	1	6	0
> COc1ccc(/C=C/C(=O)c2c(C)nc3ccccn23)cc1
 : -1	-2	0	-1.4	-2	0	6	-1	2	-5
> O=C(CC1(O)C(=O)Nc2ccccc21)c1ccccc1 (configuration not stated)
 : 0	0	3	-1.1	1	-4	1	-1	2	5
> Cc1cc(C(=O)Nc2nc(C)c(C(=O)N(C)C)s2)ccc1[N+](=O)[O-]
 : 0	-5	2	0.7	-3	0	6	-1	3	3

Retrieved by compound from the entries so far:
Under each structure: ABHD4 inh	MBD2 DNA inh	LEDGF integ inh	PG9 binder	PRMT1 FP inh	NR1D1 modulator	TCR CD3 inh	UHRF1 binding	rCAG RNA binder	HTRA1 inhibitor
> CC1=CCC(C(=O)O)(C(=O)N/N=C/c2cccs2)C(c2ccc(F)cc2)C1 (configuration not stated)
 : 1	0	2	1.2	2	3	2	-1	9	-7
> Cc1ccc(S(=O)(=O)N2CCN(C(=O)C3CC3C)CC2)c(C)c1 (configuration not stated)
 : 4	3	-6	-0.2	3	-4	-7	2	-10	6

Next part
Under each structure: ABHD4 inh	MBD2 DNA inh	LEDGF integ inh	PG9 binder	PRMT1 FP inh	NR1D1 modulator	TCR CD3 inh	UHRF1 binding	rCAG RNA binder	HTRA1 inhibitor
> CCOc1cc(/C=C/c2cccc[n+]2C)ccc1O
 : -3	-5	-2	-4.1	5	3	-2	-9	-1	-1
> O=S(=O)(O)Sc1ccccc1
 : -10	4	-9	1.0	13	2	-1	5	4	-1
> CCN(CC(=O)Nc1ccccc1C(F)(F)F)C(=O)c1cc2c(s1)CCCCC2
 : -7	1	2	-1.6	-2	-1	4	1	-7	-8
> CC(C)c1ccc(Nc2nnc(SCC(=O)c3nnc(-c4ccccc4)o3)s2)cc1
 : 14	-1	0	-1.7	18	0	-9	-8	51*	21
> COC(=O)[C@]1(C)N[C@H](CN(C)S(=O)(=O)c2ccccc2)[C@@H]2C(=O)N(Cc3ccccc3)C(=O)[C@@H]21
 : -5	-1	1	-0.8	-3	-2	-3	-1	1	3
> CC(NC(=O)c1ccccc1F)C12CC3CC(CC(C3)C1)C2 (configuration not stated)
 : 10	4	1	-0.2	1	2	4	-1	-4	-13
> COc1ccc(S(=O)(=O)CCc2nnc(NC(=O)c3ccc(F)cc3)s2)cc1
 : 1	3	3	1.1	4	5	7	3	3	0
> N#Cc1c(SCC(=O)Nc2nc3ccc(Br)cc3s2)sc2c(O)cc(=O)[nH]c12
 : -4	0	9	-1.4	19	-3	15	10	67*	-17
> COc1cc(OC)cc(-c2nc3nc(C)c(CCC(=O)NCc4ccco4)c(C)n3n2)c1
 : -6	8	5	1.5	4	2	-6	6	8	7
> Cc1noc(C)c1C(=O)NC(C)C12CC3CC(CC(C3)C1)C2 (configuration not stated)
 : 7	9	-1	0.0	5	-2	0	4	-8	-3
> C/C(=N\NC(=O)c1ccc(O)cc1)c1cc2ccccc2o1
 : 5	1	-4	-0.5	4	-1	-5	3	-2	-6
> CCCCC(=O)Nc1sc(C(=O)N(CC)CC)c(C)c1C(=O)OC
 : 1	1	0	0.1	3	-2	10	-1	-10	0
> Cc1cccc2c1N1C(=O)c3c(C(=O)O)cccc3C1CC2C (configuration not stated)
 : -8	2	5	-0.5	-2	-4	6	3	7	2
> CN(C)/C=N/c1nccc(-c2cccs2)n1
 : -4	8	1	-1.1	8	-3	3	1	-2	8
> CC(C)(C)c1csc(NC(=O)c2ccc3nccnc3c2)n1
 : 0	2	0	0.0	-2	5	0	-2	6	-25
> Cn1nc(C(C)(C)C)cc1N1C(=O)CCC1(C)C(=O)Nc1ccc2ccccc2c1 (configuration not stated)
 : 4	0	-3	-0.1	1	-1	1	-1	3	/
> Cc1cccc(S(=O)(=O)NNC(=O)c2cc(-c3ccc(F)cc3)nc3ccccc23)c1
 : -10	0	10	-1.2	-9	0	2	0	23	-33
> Cc1noc(C)c1S(=O)(=O)N(CC(=O)N1CCc2ccccc21)c1ccc(C(C)C)cc1
 : 4	1	2	-1.9	-3	-1	5	0	2	-5
> CCOC1=C2[C@@H](CN(S(=O)(=O)c3ccc(C)cc3)[C@H]2c2ccccc2Cl)[C@H]2C(=O)N(C(C)(C)C)C(=O)[C@H]2C1
 : 6	0	-1	-1.3	0	6	-4	0	6	/
> CNC(=S)Nc1cccc(-c2cnc3ccccc3n2)c1
 : -3	12	1	-2.9	-2	5	6	-8	2	1
> O=C(Nc1cccc(S(=O)(=O)N2CCCCC2)c1)c1ccc(N2CCCC2=O)cc1
 : 4	0	-5	-0.1	13	15	-2	0	0	-7
> O=C(CCN1C(=O)C2C3CCC(C3)C2C1=O)Nc1ccccc1C(F)(F)F (configuration not stated)
 : -1	1	3	-1.1	-2	2	7	2	-4	-3
> COc1cccc(NC(=O)CSc2nnc(C)s2)c1
 : 3	-3	3	1.4	-1	-4	-10	-3	0	-4
> O=C(NC1CC1)c1sc2ccccc2c1Cl
 : -2	3	-3	1.7	4	3	-6	3	0	3
> Cc1ccc2c(c1)c1c(n2CC(O)CNC(C)(C)C)CCCC1 (configuration not stated)
 : 3	8	2	-2.4	12	/	-3	4	10	4
> O=C(COc1ccc([N+](=O)[O-])cc1)NNC(=O)Nc1ccccc1F
 : -1	4	3	-2.0	0	9	6	-3	1	-4
> COCCN1C[C@@H](CO)O[C@@H](n2cnc3c(N4CCCC4)ncnc32)C1
 : -12	2	3	0.7	6	1	-2	2	1	/
